PrPC TRFRET: inhibitors of human cell surface prion protein PrPC, primary screen, cell-based, TR-FRET; TR-FRET read-out; inhibition, % at 13.8 µM; hit rate 0.43% among 370,000; AID 720596, 2013; in the data active = inhibition above about 24%; note: 0% = median of the test wells and 100% = reference compound wells
PriA SSB inh: inhibitors of Klebsiella pneumoniae PriA binding to SSB C-terminal tail, primary screen, biochemical, AlphaScreen | AID 1272365, 2023 | hit rate 0.6% among 430,000 | inhibition, % at 33 µM | AlphaScreen SSBct-PriA binding, biotinylated peptide; in the data active = inhibition mostly above about 37%, no sharp cut-off; inactive = mostly below about 20%;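 note: plate controls were negative control peptide for no effect and reference peptide for full effect; strong numbers were not always called active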
CCHF vOTU inh: CCHFV vOTU protease inhibitors, primary screen, biochemical, Pep-AMC substrate, fluorescence; inhibition, % at 11.5 µM; hit rate 0.55% among 370,000; AID 651958, 2012; in the data active = inhibition above about 30%; note: 0% = vehicle wells with enzyme and 100% = no enzyme wells
3CLpro inhibitor: SARS-CoV 3CLpro protease inhibitors, primary screen, biochemical, quenched FRET | Replicase polyprotein 1ab (Severe acute respiratory syndrome coronavirus), P0C6X7 | recombinant SARS-CoV 3CLpro, quenched FRET peptide cleavage | inhibition, % at 6 µM | hit rate 0.14% among 290,000 | AID 1706, 2009; in the data active = inhibition above about 12%
Rv3671c inh: Rv3671c serine protease inhibitors, primary screen, biochemical, fluorescence polarization, M. tuberculosis H37Rv. inhibition, % at 5.96 µM. hit rate 0.048% among 320,000. P9WHR9; in the data active = inhibition above about 38%;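 note: extracellular domain of Rv3671c used as enzyme; 0% = enzyme with DMSO and 100% = no enzyme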
MazEF act: activators of E. coli MazEF toxin-antitoxin RNase, primary screen, biochemical, fluorescence, uHTS; Endoribonuclease toxin MazF (Escherichia coli (strain K12)), P0AE70; FAM/BHQ RNA-DNA oligo cleavage fluorescence, 5 h; activation, % at 20 µM; hit rate 0.32% among 350,000; AID 504720, 2011; in the data active = activation above about 50%
Y pestis TopoI: Yersinia pestis topoisomerase I inhibitors, primary screen, biochemical, cleavage product accumulation, plate reader, single point; hit rate 0.064% among 360,000; Y. pestis Topo-I cleavage product accumulation; activity, % at 10 µM; in the data active = activity above about 50%, passing the limit was not always enough; note: inactives centre near 2
VHR inh abs: VHR1 phosphatase inhibitors, primary screen, biochemical, absorbance, uHTS; inhibition, % at 13.3 µM; AID 1654, 2009; recombinant VHR phosphatase, pNPP absorbance; hit rate 0.52% among 290,000; in the data active = inhibition above about 50%; note: some compounds called inactive have numbers as strong as hits
Vc quorum ag: inducers of Vibrio cholerae quorum light production without autoinducers, primary screen, BH1578 luxS cqsA deficient, single point | hit rate 0.16% among 350,000 | V. cholerae BH1578 lux reporter, luminescence, 6 h | activation, % at 18.7 µM; in the data active = activation mostly above about 9.7%, no sharp cut-off; note: not every result past the cut was called active; inactives centre near 0; reference of the scale not given here
TcdB GH inh: TcdB glycohydrolase inhibitors, primary screen, biochemical, single point, plate reader | hit rate 0.24% among 350,000 | AID 652162, 2013 | Toxin B (Clostridioides difficile), P18177 | inhibition, % at 9.99 µM | TcdB glycohydrolase enzymatic assay; in the data active = inhibition above about 10%
The depositor's hits bear a star; i = inactive; . = no result given; & = joins results of further samples. A portion of the library. The share of hits here may be higher or lower than overall.

1: O=C(N/N=C\c1cc(Br)cs1)c1ccncc1
2: CCCCn1c(N)c(N(CC(C)C)C(=O)CN(C)S(=O)(=O)c2ccc(NC(C)=O)cc2)c(=O)[nH]c1=O
3: Cn1cnc2c(N/N=C/c3cccs3)ncnc21
4: CN1CCN(CCCN(Cc2ccco2)C(=S)Nc2ccc(Cl)cc2)CC1
5: CSc1ccccc1NC(=O)c1cccs1
6: COc1ncnc2c1N[C@@](C)(O)c1c(F)c(F)c(F)c(F)c1S2
7: O=[N+]([O-])c1ccc2nc(CCCO)[nH]c2c1
8: O=C(c1ccc[nH]c1=S)N1CCN(S(=O)(=O)c2ccc(Br)cc2Cl)CC1
9: O=C(COC(=O)c1ccc(Cl)cc1O)NCCN1C(=O)CSC1=O
10: O=C(Cc1ccc([N+](=O)[O-])cc1)OCc1ccc([N+](=O)[O-])cc1

compound no.,1,2,3,4,5,6,7,8,9,10
Rv3671c inh,11,2,3,5,3,9,4,7,0,1
Vc quorum ag,-0.5,i,-0.8,i,3.0,i,0.4,0.6,0.7,-0.2
MazEF act,13,-1,8,2,20,3,14,5,-1,3
PrPC TRFRET,2,3,3,-6,1,-5,-3,-18,-6,-1
VHR inh abs,-6,.,24,2,-11,16,10,16,-23,12
TcdB GH inh,1.7,0.8,0.3,2.2,.,.,0.0,1.5,1.0,0.9
PriA SSB inh,.,2,i,5,-8,-18,-14,-1,-6,6
3CLpro inhibitor,-5,.,0,-2,-7,-4,-2,4,1,-1
Y pestis TopoI,2,1,-1,4,0,-2,-10,-11,2,12
CCHF vOTU inh,-8,23,5,10,5,2,6,2,-9,-2

11: CC(C)c1ccc(NNC(=O)C2CCC2)cc1
12: O=C(O)CCC(=O)NNc1nc(-c2ccccc2)c2cc(Cl)ccc2n1
13: Cc1ccc(-c2cc(C(=O)Nc3ccncc3)c3ccccc3n2)cc1
14: Cc1cc(C)cc(NC(=O)Cn2c(=O)oc3cc(S(=O)(=O)N4CC(C)CC(C)C4)ccc32)c1 (configuration not stated)
15: Cc1c(C(=O)O)oc2c3c(ccc12)OCCO3
16: COc1cc(CNCCc2ccc3c(c2)OCO3)cc(OC)c1OC
17: CN1CCN(C(=O)CN(C)S(=O)(=O)c2cc(Cl)ccc2Cl)CC1
18: CN1CCCC(CC2c3ccccc3Sc3ccccc32)C1 (configuration not stated)
19: COc1ccc(OC)c(N2C(=O)CC(NNC(=O)c3ccc4c(c3)OCO4)C2=O)c1 (configuration not stated)
20: C[C@@H](NC(=O)c1nc[nH]c1C(=O)OCc1ccccc1)c1ccccc1

compound no.,11,12,13,14,15,16,17,18,19,20
Rv3671c inh,2,-5,-8,-59,8,6,4,-3,4,-5
Vc quorum ag,0.6,i,-2.0,-0.3,i,-0.2,-0.3,-0.8,i,i
MazEF act,-1,-1,7,5,4,-27,-9,16,-8,-1
PrPC TRFRET,-5,0,-5,3,26*,-2,3,-15,5,2
VHR inh abs,10,34,.,17,-5,20,-8,.,.,.
TcdB GH inh,3.9,0.7,2.2,1.4,.,-0.6,0.6,1.7,-8.5,.
PriA SSB inh,-6,-9,2,-3,-6,-1,-1,3,-8,-10
3CLpro inhibitor,2,-6,.,2,-2,6,-2,.,.,.
Y pestis TopoI,-3,7,-9,6,-6,2,9,-10,-6,10
CCHF vOTU inh,7,-1,2,-3,9,-7,5,8,-6,-2

Exported as a markdown table: part of the list above.
| No. | Molecule | Rv3671c inh | Vc quorum ag | MazEF act | PrPC TRFRET | VHR inh abs | TcdB GH inh | PriA SSB inh | 3CLpro inhibitor | Y pestis TopoI | CCHF vOTU inh |
| --- | --- | --- | --- | --- | --- | --- | --- | --- | --- | --- | --- |
| 9 | O=C(COC(=O)c1ccc(Cl)cc1O)NCCN1C(=O)CSC1=O | 0 | 0.7 | -1 | -6 | -23 | 1.0 | -6 | 1 | 2 | -9 |
| 10 | O=C(Cc1ccc([N+](=O)[O-])cc1)OCc1ccc([N+](=O)[O-])cc1 | 1 | -0.2 | 3 | -1 | 12 | 0.9 | 6 | -1 | 12 | -2 |
| 11 | CC(C)c1ccc(NNC(=O)C2CCC2)cc1 | 2 | 0.6 | -1 | -5 | 10 | 3.9 | -6 | 2 | -3 | 7 |
| 12 | O=C(O)CCC(=O)NNc1nc(-c2ccccc2)c2cc(Cl)ccc2n1 | -5 | i | -1 | 0 | 34 | 0.7 | -9 | -6 | 7 | -1 |
| 13 | Cc1ccc(-c2cc(C(=O)Nc3ccncc3)c3ccccc3n2)cc1 | -8 | -2.0 | 7 | -5 | . | 2.2 | 2 | . | -9 | 2 |
| 14 | Cc1cc(C)cc(NC(=O)Cn2c(=O)oc3cc(S(=O)(=O)N4CC(C)CC(C)C4)ccc32)c1 (configuration not stated) | -59 | -0.3 | 5 | 3 | 17 | 1.4 | -3 | 2 | 6 | -3 |
| 15 | Cc1c(C(=O)O)oc2c3c(ccc12)OCCO3 | 8 | i | 4 | 26* | -5 | . | -6 | -2 | -6 | 9 |
| 16 | COc1cc(CNCCc2ccc3c(c2)OCO3)cc(OC)c1OC | 6 | -0.2 | -27 | -2 | 20 | -0.6 | -1 | 6 | 2 | -7 |
| 17 | CN1CCN(C(=O)CN(C)S(=O)(=O)c2cc(Cl)ccc2Cl)CC1 | 4 | -0.3 | -9 | 3 | -8 | 0.6 | -1 | -2 | 9 | 5 |

Continuation.
21: CCOc1ccc2nc(NS(=O)(=O)Cc3ccccc3)sc2c1
22: CCN1CCN(C(=O)c2ccc(Cn3c(=O)[nH]c4cc(OC)c(OC)cc4c3=O)cc2)CC1
23: Cc1cc(C)c(C(=O)COC(=O)c2cc([N+](=O)[O-])ccc2NCCO)cc1C
24: CCn1cc(C(=O)N2CCN(Cc3ccc4c(c3)OCO4)CC2)c2cc(OC)c(OC)cc2c1=O
25: O=C(Nc1ccc2c(c1)OCO2)c1cc(C2CCCCN2C(=O)CCc2ccccc2)on1 (configuration not stated)
26: CCOC(=O)C(CC)/C(C)=N/NC(=O)c1ccccc1[N+](=O)[O-] (configuration not stated)
27: CCOc1ccc(CCNC(=O)c2cccs2)cc1OCC
28: O=C(c1ccco1)N(Cc1ccco1)Cc1cc2ccccc2[nH]c1=O
29: CCN(CC(=O)Nc1ccc(NC(C)=O)cc1)C(=O)c1ccccc1CCc1ccccc1
30: Cc1oc(-c2ccc(Cl)cc2)nc1CN1CCC(C(=O)N2CCc3ccccc3C2)CC1

compound no.,21,22,23,24,25,26,27,28,29,30
Rv3671c inh,4,-9,-45,4,.,7,2,1,-1,-3
Vc quorum ag,-0.3,-0.4,i,-5.4,i,i,i,-0.5,-0.3,-0.4
MazEF act,-3,5,-18,5,.,5,7,9,-1,-36
PrPC TRFRET,2,-1,-5,2,5,-13,-1,3,-3,.
VHR inh abs,17,14,3,29,.,24,-4,-8,.,42
TcdB GH inh,.,.,.,.,2.4,.,1.9,-0.4,1.3,.
PriA SSB inh,-13,-1,10,-10,.,.,-12,-1,2,3
3CLpro inhibitor,4,3,4,1,.,0,-4,-2,.,3
Y pestis TopoI,49,0,-3,7,26,-1,-5,7,16,35
CCHF vOTU inh,13,-9,9,1,-11,-12,-9,-9,11,.

31: COc1ccccc1NC(=O)Nc1ccnn1Cc1cccs1
32: Cc1ccc(C2CC(c3ccccc3Cl)n3nc(N)nc3N2)cc1 (configuration not stated)
33: Cc1ccc(-n2c(-c3ccccc3)c[n+]3c2CCC3)cc1
34: CC1(C(=O)NS(=O)(=O)c2cccs2)CCN1C(=O)c1cccc(F)c1 (configuration not stated)
35: CC1(C(=O)NS(=O)(=O)Cc2cccc(Cl)c2)CCN1C(=O)C1(c2ccc(Cl)cc2)CC1 (configuration not stated)
36: O=C(NNc1nc2c(F)cc(F)cc2s1)C1=COCCO1
37: CCc1ccc(NC(=O)C(=O)c2ccccc2NC(C)=O)cc1
38: COc1ccccc1C(=O)NC1CCN(C(=S)NCCc2ccccc2)CC1
39: COc1ccc(-c2oc3ccc(N4CCOCC4)cc3c2C#CCO)cc1
40: CC(C)CC1C(=O)N(Cc2cn(CCC3OCCCO3)nn2)CCS(=O)(=O)N1Cc1ccc(-c2ccncc2)cc1 (configuration not stated)

compound no.,31,32,33,34,35,36,37,38,39,40
Rv3671c inh,-1,2,-2,.,.,13,-11,6,3,.
Vc quorum ag,i,-0.2,-0.3,-4.5,0.8,-0.3,i,-0.4,-11,-0.2
MazEF act,-14,5,8,.,.,-2,13,-1,9,3
PrPC TRFRET,4,-1,4,-2,6,7,5,0,-6,-6
VHR inh abs,15,13,15,.,.,19,.,24,.,.
TcdB GH inh,.,1.2,0.3,5.1,-1.0,-1.0,1.0,2.1,-0.8,2.7
PriA SSB inh,3,0,-4,.,.,-7&-5,-12,-1,-14,.
3CLpro inhibitor,0,2,6,.,.,-1,.,-2,.,.
Y pestis TopoI,-1,-1,17,-2,9,-1,-4,6,9,11
CCHF vOTU inh,-3,-1,-9,-14,16,14,15,0,-11,2

41: CC1(C)OC2CC3C4CC=C5CC(O)CCC5(C)C4CCC3(C)C2(C(=O)CO)O1 (configuration not stated)
42: Cc1cc(C(=O)N/N=C/c2c(C)nn(-c3ccccc3)c2Cl)n[nH]1
43: CC(=O)Nc1ccc(NC(=O)CSc2nccn2Cc2ccccc2)cc1
44: Cc1cccn2c(=O)c3cc(C(N)=S)c(=N)n(CCCOC(C)C)c3nc12
45: CC(C)[C@@H](C(=O)N1CCN(C(=O)OC(C)(C)C)CC1)n1cc(CCO)nn1
46: CCOC(=O)COc1ccc(-c2nnc(-c3ccccc3)o2)cc1
47: N/C(=N\N=C\c1ccc(O)cc1O)N[N+](=O)[O-]
48: CCS(=O)(=O)c1ccc(N=Nc2ccc(O)c3ncccc23)c(OC)c1

compound no.,41,42,43,44,45,46,47,48
Rv3671c inh,.,-4,5,-1,-10,-2,5,.
Vc quorum ag,1.6,-0.6,i,-0.3,i,i,-3.1,-0.3
MazEF act,1,14,6,24,8,7,-6,2
PrPC TRFRET,3,-2,5,-16,0,6,-4,-9
VHR inh abs,.,33,20,-4,3,18,11,-5
TcdB GH inh,-0.3,-0.6,.,.,0.5,.,.,-1.0
PriA SSB inh,-3,i,6,7,-5,-14,.,41
3CLpro inhibitor,.,-4,2,-3,-1,-1,5,2
Y pestis TopoI,1,2,-4,-8,0,3,-1,-20
CCHF vOTU inh,6,14,-3,-89,0,3,9,-2

High-throughput results deposited in PubChem by several laboratories.
